# Source: PubChem BioAssay
# DUSP3 inh = blocks human VHR1 dual specificity phosphatase. recombinant VHR phosphatase, pNPP absorbance. inhibition, % at 13.3 µM. actives 0.52% (n = 290,000); in the data active = inhibition above about 50%; also: some compounds called inactive have numbers as strong as hits
# Target sequence (P51452 whole entry, looked up): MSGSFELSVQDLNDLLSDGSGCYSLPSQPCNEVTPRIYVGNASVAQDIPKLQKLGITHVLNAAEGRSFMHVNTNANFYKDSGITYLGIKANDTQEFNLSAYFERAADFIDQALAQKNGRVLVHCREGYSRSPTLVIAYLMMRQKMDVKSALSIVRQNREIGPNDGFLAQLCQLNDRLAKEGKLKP
# BH1578 lux ind = quorum light induction in luxS cqsA deficient V. cholerae. V. cholerae BH1578 lux reporter, luminescence, 6 h. activation, % at 18.7 µM. actives 0.16% (n = 350,000). AID 588436; in the data active = activation mostly above about 9.7%, no sharp cut-off; inconclusive = no clear call, values can overlap the other calls; inactive = mostly below about 3.7%; also: not every result past the cut was called active; inactives centre near 0; reference of the scale not given here
# 3CLpro inhibitor = SARS-CoV 3CLpro protease inhibition; actives 0.14% (n = 290,000); AID 1706; inhibition, % at 6 µM; recombinant SARS-CoV 3CLpro, quenched FRET peptide cleavage; P0C6X7; in the data active = inhibition above about 12%
# TcdB GH inh = TcdB glycohydrolase inhibition; P18177; actives 0.24% (n = 350,000); inhibition, % at 9.99 µM; TcdB glycohydrolase enzymatic assay, plate reader; in the data active = inhibition above about 10%
# PfHsp40 rescue = rescue of PfHsp40-mediated yeast toxicity; S. cerevisiae expressing PfHsp40, growth rescue, ATP luminescence; growth rescue, % at 12.5 µM; actives 0.68% (n = 340,000); in the data active = growth rescue above about 28%, passing the limit was not always enough; inconclusive = no clear call, values can overlap the other calls;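 also: yeast W303a lacking pdr1 and pdr3 grown in galactose medium; growth measured after three days at 30 °C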
# Y pestis TopoI = Y. pestis Topo-I inhibition via cleavage products. Y. pestis Topo-I cleavage product accumulation, plate reader. activity, % at 10 µM. actives 0.064% (n = 360,000); in the data active = activity above about 50%, passing the limit was not always enough; inconclusive = no clear call, values can overlap the other calls; also: inactives centre near 2
# MazEF act = MazEF (E. coli) toxin RNase activation. P0AE70. FAM/BHQ RNA-DNA oligo cleavage fluorescence, 5 h. activation, % at 20 µM. actives 0.32% (n = 350,000). AID 504720; in the data active = activation above about 50%
# Target sequence (P0AE70 whole entry, looked up): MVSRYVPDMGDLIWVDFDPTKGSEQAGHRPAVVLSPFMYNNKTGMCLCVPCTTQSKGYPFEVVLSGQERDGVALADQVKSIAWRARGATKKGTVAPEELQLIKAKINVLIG
# SSB-PriA inh = inhibitors of Klebsiella pneumoniae PriA binding to SSB C-terminal tail; AlphaScreen SSBct-PriA binding, biotinylated peptide; inhibition, % at 33 µM; actives 0.6% (n = 430,000); AID 1272365; in the data active = inhibition mostly above about 37%, no sharp cut-off; inactive = mostly below about 20%;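 also: plate controls were negative control peptide for no effect and reference peptide for full effect; strong numbers were not always called active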
# Rv3671c protease = Rv3671c (M. tuberculosis) protease inhibition | P9WHR9 | actives 0.048% (n = 320,000) | inhibition, % at 5.96 µM; in the data active = inhibition above about 38%;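 also: extracellular domain of Rv3671c used as enzyme; 0% = enzyme with DMSO and 100% = no enzyme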
# Target sequence (P9WHR9 whole entry, looked up, the tested form may be a part): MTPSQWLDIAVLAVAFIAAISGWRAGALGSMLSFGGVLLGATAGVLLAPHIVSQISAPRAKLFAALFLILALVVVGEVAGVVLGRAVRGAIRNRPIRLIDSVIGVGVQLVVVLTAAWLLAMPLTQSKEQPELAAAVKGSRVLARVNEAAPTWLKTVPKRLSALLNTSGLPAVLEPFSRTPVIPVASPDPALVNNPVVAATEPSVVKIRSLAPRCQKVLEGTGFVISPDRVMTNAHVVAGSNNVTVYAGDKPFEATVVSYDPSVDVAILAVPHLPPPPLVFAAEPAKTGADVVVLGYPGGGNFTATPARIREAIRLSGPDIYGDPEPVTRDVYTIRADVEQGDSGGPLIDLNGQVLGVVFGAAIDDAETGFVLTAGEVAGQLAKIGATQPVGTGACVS
# Anthrax LF prot = anthrax lethal factor protease inhibition | P15917 | multiplex microsphere protease cleavage assay, LF | inhibition, % at 10 µM | actives 0.12% (n = 360,000) | AID 588501; in the data active = inhibition above about 30%; inconclusive = no clear call, values can overlap the other calls; also: plate controls were buffer without enzyme for full effect and enzyme alone for no effect
# Starred values were filed as active, the others as inactive; i = inactive; ? = inconclusive; . = no result given. Not all compounds are listed; count on the stated rates, not on these rows.
SMILES,DUSP3 inh,BH1578 lux ind,3CLpro inhibitor,TcdB GH inh,PfHsp40 rescue,Y pestis TopoI,MazEF act,SSB-PriA inh,Rv3671c protease,Anthrax LF prot
O=C(NCCN1CCOCC1)Nc1ccc(Cl)cc1,-11,-7.7,0,.,-0.8,14,5,-24,2,-1
COc1ccc(CCNC(=O)/C(C#N)=C2\N=C(NC(=O)c3ccco3)c3ccccc32)cc1,5,-0.5,4,0.5,.,-1,-7,11,-8,.
Cc1ccc(N2CCN(S(=O)(=O)c3ccc4oc(=O)ccc4c3)CC2)cc1Cl,13,i,3,1.0,-1.6,4,7,-10,-1,-4
O=C(c1cccs1)N1CCCC(N2CCN(c3cccc(C(F)(F)F)c3)CC2)C1 (stereo not drawn),18,i,-1,-0.2,0.3,27,5,1,-4,7
CC(C)Nc1nc(N)c(C(=O)C23CC4CC(CC(C4)C2)C3)s1,-7,-0.5,3,0.7,-0.2,-4,5,6,3,16
COc1ccc(Cl)cc1C(=O)NNC(=O)COC(=O)CCN=C1NS(=O)(=O)c2ccccc21,.,i,.,-0.4,-0.4,2,0,-14,0,-2
CCOC(=O)C1CCC(CNCc2ccc(Cl)cc2)CC1 (stereo not drawn),-4,-0.3,5,.,2.2,5,7,0,2,-3
NC(=O)NN=C1CCn2cccc21,.,i,.,0.0,-0.9,2,-4,-2,.,-6
N#Cc1c(SCC(=O)Nc2ccc(C(F)(F)F)cc2)sc2c(O)cc(=O)[nH]c12,8,-0.5,1,0.8,5.3,-3,8,-15,-6,0
O=C(CC(=O)NC1CCCCC1)N/N=C/c1ccccc1[N+](=O)[O-],17,-0.3,1,-2.6,1.0,3,6,.,-1,-4
CC(C)(C)NC(=O)CN(C(=O)C(=O)Nc1ccc2c(c1)OCCO2)C(C)(C)C,-13,-0.1,1,-0.3,0.0,0,10,-2,-1,1
Cc1cc2c(NS(=O)(=O)c3ccc(F)cc3)cccc2nn1,12,i,3,0.7,0.6,-2,-8,-8,-3,-1
Cc1c(CN2CCN(C)C(CCO)C2)[nH]c2c(Cl)cccc12 (stereo not drawn),8,i,-3,0.9,-0.8,1,2,-5,3,-12
O=C(COC(=O)CC(c1ccccc1)c1ccccc1)NCc1ccc(Cl)cc1,2,-0.3,7,-0.1,4.8,14,-9,-37,-7,-4
C=CCN(Cc1cn(C)nc1-c1cccc(Cl)c1)C1CCS(=O)(=O)C1 (stereo not drawn),26,4.5,2,2.4,-1.3,1,1,-10,1,0
COc1ccc(S(=O)(=O)N(C)C)cc1NC(=O)c1ccc2c(c1)OCCO2,.,-0.5,.,0.5,-1.4,5,-6,4,-1,.
C=CCSc1nnnn1-c1ccc(OC)cc1,10,i,1,.,-0.7,6,4,-10,4,?
Cc1ccccc1C(=O)Nc1cccc(C(=O)N/N=C/c2ccc3c(c2)OCO3)c1,32,-3.8,2,-1.0,1.9,7,-5,.,-7,-4
C=C(C)CN1CCN(c2ccc(N3C(=O)CCCC3=O)cc2[N+](=O)[O-])CC1,12,i,3,0.3,-1.2,-9,6,1,-4,-4
COCC(C)NC(=O)c1cc(OC)cc(OC)c1 (stereo not drawn),9,-0.6,7,0.2,-0.3,1,-2,-4,-6,-3
C=CCn1c(Cc2cccs2)nnc1SCC(=O)c1ccc(F)cc1,15,0.3,0,.,0.7,13,5,-3,-3,-6
CC(C)c1ccccc1OCC(O)CN(CC(O)COc1cccc2ccccc12)C(C)C (stereo not drawn),15,-0.3,4,0.9,-0.3,27,-7,0,-27,1
Cc1ccnc(N2CCN(C(=O)CSc3nc4ccccc4nc3N3CCCCC3)CC2)c1,-1,i,-5,.,3.8,15,-5,-15,-1,0
N#Cc1c(N)n(C2CCCCC2)c2nc3ccccc3nc12,12,0.9,2,.,0.8,17,2,-18,-6,-2
CC(C)c1ccccc1NC(=S)NC1CCN(Cc2ccccc2)CC1,10,i,1,.,0.8,25,-1,-4,-3,-1

# A section from further up, for reference:
SMILES,DUSP3 inh,BH1578 lux ind,3CLpro inhibitor,TcdB GH inh,PfHsp40 rescue,Y pestis TopoI,MazEF act,SSB-PriA inh,Rv3671c protease,Anthrax LF prot
Cc1ccnc(N2CCN(C(=O)CSc3nc4ccccc4nc3N3CCCCC3)CC2)c1,-1,i,-5,.,3.8,15,-5,-15,-1,0
N#Cc1c(N)n(C2CCCCC2)c2nc3ccccc3nc12,12,0.9,2,.,0.8,17,2,-18,-6,-2
CC(C)c1ccccc1NC(=S)NC1CCN(Cc2ccccc2)CC1,10,i,1,.,0.8,25,-1,-4,-3,-1

# Next section:
SMILES,DUSP3 inh,BH1578 lux ind,3CLpro inhibitor,TcdB GH inh,PfHsp40 rescue,Y pestis TopoI,MazEF act,SSB-PriA inh,Rv3671c protease,Anthrax LF prot
CC(C)(CO)NC(=O)c1ccc2c(c1)C(=O)c1ccccc1-2,30,1.2,-6,-7.8,0.5,0,3,-17,-9,-3
S=c1nc[nH]c2c1ncn2-c1ccc(Cl)cc1,.,-0.8,.,0.9,0.0,-3,2,-12,.,-8
Cc1ccc(S(=O)(=O)N2CCCN(S(=O)(=O)C3CCS(=O)(=O)C3)CC2)cc1 (stereo not drawn),-5,i,-7,.,-1.2,-5,10,-12,0,0
COc1ccc(CC(=O)Nc2ccc(N(C)C)c3ccccc23)cc1,-7,i,-1,-4.0,-0.5,7,9,14,0,-8
COC(=O)C1CCN(C(=O)Nc2ccc(OC)cc2)CC1,40,-0.2,-3,.,-1.3,-2,-1,-1,1,0
Cc1ccc(S(=O)(=O)N/N=C\c2ccc3c(c2)OCO3)cc1C,4,-0.3,-2,0.6,2.0,6,0,.,-1,0
Cc1ccc(NC(=O)c2ncn(CCCNCC3CCCCC3)n2)cc1C,.,i,.,1.3,.,0,15,.,.,7
O=C(N/C(=C\c1ccccc1)C(=O)N1CCOCC1)c1ccc(Br)o1,23,-7.8,-2,-0.4,-4.1,-9,1,-4,6,8
Cc1ccsc1C(=O)OCC(=O)Nc1cccc(S(=O)(=O)NC2=NCCCCC2)c1,6,-0.2,4,-0.6,0.3,-3,6,2,12,1
O=[N+]([O-])c1cccc(S(=O)(=O)NCCc2ccccc2)c1,-9,i,-2,1.3,0.1,0,-3,-5,-7,-5
CCCCN(CCCC)Cc1cc2ccccc2c2c1COC2,-7,-0.5,9,.,0.2,31,5,-44,3,1
COC(=O)c1cccc(CSc2nnc(-c3ccco3)n2-c2ccccc2)c1,1,i,1,.,-0.2,27,-22,3,-2,0
CCOc1ccc(N(C)C(=O)CCc2nnc3ccc(N4CCOCC4)nn23)cc1,73,-0.6,-1,0.8,-0.3,0,-11,-6,-8,0
CN(C(=O)c1cccc(NC(=O)Cc2ccc([N+](=O)[O-])cc2)c1)C1CC1,.,i,.,0.3,0.2,1,1,-20,-1,-1
O=C(CN(Cc1ccc(F)cc1)C(=O)CNS(=O)(=O)c1ccc(F)cc1)NCC1CCCO1 (stereo not drawn),-9,i,-2,1.1,-0.5,1,-3,-3,-5,19
CCc1sc(N(C(=O)Cc2ccccc2)c2cccc(F)c2)nc1-c1ccc(C)cc1,27,12,0,.,-1.2,2,-6,-18,-7,-5
Cn1nc(C(=O)NCCCN2CCCCC2)c2c1-c1ccccc1SC2,20,5.3,-5,1.0,-1.7,-1,13,-3,-12,-1
O=C(C1CCC(CNc2nc(=S)[nH]c3ccccc23)CC1)N1CCN(c2ccc(F)cc2)CC1 (stereo not drawn),16,-0.7,6,-0.7,0.8,11,8,13,.,0
CC1CCN(Cc2c(O)ccc3c(=O)c(-c4nc5ccccc5s4)c(N)oc23)CC1,5,i,-6,0.7,-0.5,6,-9,-2,-19,0
CN(C)C(CNC(=O)Cc1ccc(Br)cc1)c1ccccc1 (stereo not drawn),25,0.6,-9,0.6,-1.4,-2,8,-15,-6,-3
CCOC(=O)N1CCC(NS(=O)(=O)c2ccc3c(c2)oc(=O)n3C)CC1,4,i,4,.,0.1,6,-33,-10,2,2
CC(=O)Nc1ccc2[nH]c(C)cc(=O)c2c1,21,i,1,.,0.3,-7,-1,-16,7,-10
CN1C(=O)/C(=C\N2CCc3ccccc32)C(=O)NC1=S,-7,-0.2,0,.,0.2,1,-42,9,-3,-1
COc1ccc(CCN(Cc2cc3cc(C)cc(C)c3nc2Cl)C(=O)C2CC2)cc1,3,-0.4,6,.,1.8,-6,-5,-12,-6,-4
COc1ccc(C(C)(NC(C)=O)c2nc(-c3ccc(F)cc3OC)cs2)cc1 (stereo not drawn),.,i,.,1.2,.,24,.,.,.,-4
SMILES,DUSP3 inh,BH1578 lux ind,3CLpro inhibitor,TcdB GH inh,PfHsp40 rescue,Y pestis TopoI,MazEF act,SSB-PriA inh,Rv3671c protease,Anthrax LF prot
O=C(NCc1cccnc1)c1cc(C2CCCCN2C(=O)c2ccc3c(c2)CCO3)on1 (stereo not drawn),.,-0.2,.,0.3,.,2,.,.,.,-10
COc1cccc(OCCN2CCN(c3ncnc4c3cnn4-c3ccccc3)CC2)c1,22,i,-2,.,-2.1,14,-3,-8,-6,-3
Cc1noc(C)c1COc1ccc(C(=O)OCC(=O)Nc2ccc3c(c2)OCO3)cc1,25,-4.2,-1,.,0.4,0,-1,-13,-13,-3
CCN(CC)S(=O)(=O)c1ccc(Cl)c(C(=O)Nc2cc(C)nn2-c2ccccc2)c1,5,-0.4,-2,0.2,0.0,-4,-3,-4,-6,1
COc1ccc(OC)c(C2=Nn3c(nnc3-c3cc(OC)c(OC)c(OC)c3)SC2)c1,40,-1.4,1,.,-0.5,11,-4,7,-9,-4
Cc1cccc([C@@H]2[C@@H]3C(=O)N(Cc4ccccc4)C(=O)[C@@H]3[C@]3(Cc4ccc(Cl)cc4)C(=O)N(c4cccc(Br)c4)C(=O)N23)c1,24,-0.4,1,-0.2,-1.2,-5,-25,-10,-4,-10
O=C(COC(=O)/C=C/c1ccc(Cl)cc1Cl)NCCC1=CCCCC1,13,-2.0,0,.,-1.7,2,-4,-11,-10,-2
CCCCn1c(N)c(N(CCC(C)C)C(=O)c2cc(-c3ccco3)nc3ccccc23)c(=O)[nH]c1=O,12,-0.2,3,0.3,-2.0,-2,-8,3,-3,0
Cc1ccccc1-n1ncc2c1CC(C)(C)CC2NC(=O)C1=CC(=O)CC(C)(C)O1 (stereo not drawn),18,0.6,1,0.7,1.7,32,1,-9,0,-1
COc1cc(NC(=O)Nc2nnc([C@H]3C[C@H](O)[C@@H](CO)O3)s2)cc(OC)c1,.,-0.4,.,1.3,.,-2,.,.,.,-10
COc1cc(S(=O)(=O)Nc2ccccc2C(=O)N2CCCCC2)ccc1NC(C)=O,.,0.3,.,1.2,-0.5,-1,-2,0,-5,-6
CC(=O)c1ccc(N(C(=O)CNC(=O)c2ccco2)C(C(=O)NC2CCCC2)c2ccc(C)o2)cc1 (stereo not drawn),13,-0.1,-4,-1.5,-0.2,-7,6,3,4,-2
CCC1(C)Nc2ccccc2C(=O)N1O (stereo not drawn),10,-0.1,-1,.,-0.1,-7,-16,2,3,-3
CN(Cc1ccccc1)C(=O)c1cccc(NC(=O)Cc2ccc(NC(=O)C3CCN(C(=O)C4CC4)CC3)cc2)c1,.,i,.,-0.8,-0.9,22,1,-15,.,-5
Cc1cccc(NC(=O)c2ccc(C(=O)c3ccccc3)o2)c1,21,-0.3,-2,0.9,-1.6,14,-4,1,-1,-1
CCC[C@@H](CN[C@@H](CNC)C(C)C)NCCCCc1ccccc1,29,-0.5,7,0.9,-0.6,-5,6,1,0,-5
O=C(CCc1nnc2ccc(NCc3ccco3)nn12)Nc1ccccc1F,31,-0.4,-6,-0.2,0.6,-4,8,-3,-14,3
Cc1ccc(C)c2[nH]c(=O)c(CCNC(=O)c3ccc(S(=O)(=O)N(C)C)cc3)cc12,36,-0.2,-6,0.2,0.1,19,5,4,-2,5
C/C(=N\NC(=O)C1CC1c1ccccc1)c1ccc(C)s1 (stereo not drawn),5,i,5,.,-1.0,10,-15,.,0,-3
